Ins promoter up – insulin promoter activators in MIN6 cells, imaging, high-content screening, mouse beta cells. MIN6 insulin promoter-GFP reporter; active compounds read high. z-score at 5 µM. 190,000 compounds, 0.3% hits. AID 1625, 2009;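 active = z-score above 3 at 5 µM with at least 500 cells counted in the well; inconclusive = wells under 500 cells, flagged as cytotoxic or low count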
MT stabilizer – microtubule stabilizers in HeLa cells, primary screen, imaging, high-content imaging; HeLa tubulin immunostaining HCS, 24 h; share of cells brighter than vehicle mean+2SD; % tubulin-high responders, % at 10 µM; 200,000 compounds, 0.83% hits;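 active = plate Z-score above 3 for both tubulin-high and condensed-nucleus cell shares, with cell loss under 80%, at 10 µM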;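 also: anti alpha tubulin signal scored within the nucleus-defined area of each cell; some results filed as inactive read as strong as hits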
Hep lipid drop – inhibitors of hepatocyte lipid droplet formation, primary screen, imaging, high-throughput imaging, BODIPY stain | AML12 mouse hepatocytes, oleate lipid droplets | inhibition, % at 6.5 µM | 240,000 compounds, 0.4% hits | AID 1656, 2009;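 active = lipid droplet intensity inhibited by at least 50%, with more than 500 cells counted; inconclusive = wells with under 300 cells, treated as cytotoxic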
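Assay system: AML12 mouse liver cells | Compound: 6.5 µM single-point dosing | Schedule: Overnight exposure | Technique: Fluorescence imaging, 20x objective, two fields per well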
HEK293 NOD2/NF-kB – NOD2 signaling inhibitors, cell-based, luminescence, uHTS, HEK293 (AID 1566); HEK293 NOD2/NF-kB luciferase reporter, luminescence; higher % means a stronger effect; inhibition, % at 4 µM, or EC50 in µM where a hit was titrated; 290,000 compounds, 0.63% hits; in the data active = inhibition above about 50%; also: many of its hits are not listed in these tables
WT yeast gro inh – growth inhibition of WT strain, primary screen, mitochondrial fusion inhibitor project, WT and mutant strains, chemical genetic; mitochondrial fusion phenotypic screen; inhibition, % at 10 µM; 190,000 compounds, 2.1% hits; AID 1362, 2008; in the data active = inhibition above about 58%; tested in S. cerevisiae
Dynein cargo inh – inhibitors of GR-EGFP nuclear translocation, primary screen, dynein cargo transport inhibitor project, imaging, high-content, 3617.4 mouse cells | test concentration mostly 20 µM; stimulated with dexamethasone, 1 µM; active compounds read low | z-score, hits read low | 220,000 compounds, 0.47% hits;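 active = plate z-score of nuclear minus cytoplasmic receptor signal below a set negative limit, without overly bright fluorescence or cell loss, cut at about -3.5 in these data, passing the limit was not always enough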;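 also: z-score of nuclear minus cytoplasmic ring GR-EGFP intensity difference per well; some compounds called inactive have numbers as strong as hits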
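Buffer or medium: Induction medium lacking tetracycline, stripped serum | Also added: Dexamethasone agonist, 1.0 µM final, for 30 min | Timing: 48 h induction, 1 h compound, 30 min dex at 37 °C | Detection: Formaldehyde fixation, Hoechst nuclear stain, 10x automated fluorescence imaging | Measure: Nuclear versus cytoplasmic GR-EGFP signal, averaged per well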
Yfh1-off respiration – enhancers of respiration in Yfh1-depleted yeast, dose response, Friedreich's ataxia, plus single-dose screen (AID 1465). fold induction at 50 µM; hits with a dose series show EC50 in µM. S. cerevisiae Yfh1-off respiration, WST-1 reduction, 72 h; higher fold induction means a stronger effect. 220,000 compounds, 0.074% hits;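 active = fold induction of absorbance versus untreated yeast above a set limit, then at least 30% activation at any dose in follow-up; inconclusive = repeats straddling the limit, or above it without dose testing; inactive = fold induction below the set limit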;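 also: activators that raise dye reduction in frataxin-depleted yeast; strong numbers were not always called active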
Autophagy mod – autophagy modulators in MEF cells, primary screen, imaging, high-content, MEF GFP-LC3; MEF GFP-LC3 puncta imaging; test concentration mostly 10 µM; calls only at 10 µM (by protocol); 190,000 compounds, 0.98% hits;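 active = percentage of spot-positive cells more than 3 SD above its plate mean, without a fluorescence outlier flag or 80% toxicity; inconclusive = no clear call, values can overlap the other calls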;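 also: spot-positive cell cutoff set from DMSO-treated cells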
bCat nuc transl – modulators of beta-catenin nuclear translocation, primary screen, imaging, HeLa cells, immunofluorescence, high-content. 190,000 compounds, 0.3% hits. nuclear translocation activity, % at 5 µM;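 active = nuclear translocation activity above 50% at 5 µM, with a well cell count of 50 or more; inconclusive = wells under 50 cells across six images, flagged as toxic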;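 also: per-cell ratio of nuclear to cytoplasmic median beta-catenin stain intensity; plate controls were DMSO negative control for no effect and GSK-3 inhibitor IX positive control for full effect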
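Test system: human HeLa cells, native beta-catenin. Compound dosing: 5 µM primary single dose, 0.1% DMSO, 0.02–20 µM confirmation series. Incubation: compound exposure 24 h at 37°C. Detection: beta-catenin immunostaining with DAPI counterstain, 20x imaging, 6 fields/well. Read-out basis: Nuclear/cytoplasmic beta-catenin signal ratio, % activation.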
WT yeast gro inh mutant strain – second read-out of WT yeast gro inh, no call of its own (marks repeat the call); inhibition, %; mitochondrial fusion phenotypic screen, mutant strain inhibition
Dynein cargo inh cytoplasmic EGFP – recorded beside Dynein cargo inh, whose call it bears; z-score; measured here: cytoplasmic GR-EGFP intensity; active compounds read high
Dynein cargo inh nuclear GR-EGFP – recorded beside Dynein cargo inh, whose call it bears; z-score; measured here: nuclear GR-EGFP intensity;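 lower value marks the stronger effect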
Dynein cargo inh cell count – also measured in Dynein cargo inh; calls as there; z-score; measured here: cell count per field
Ins promoter up cell count – further read-out of Ins promoter up, marked with its call; cell count; measured here: cytotoxicity, nuclei count;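 total cells summed across four imaged fields per well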
Hep lipid drop cells 6.5 µM – recorded beside Hep lipid drop, whose call it bears; cell count; measured here: cell count, cytotoxicity flag;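 cells counted across two imaged fields per well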
bCat nuc transl cell count 5 µM – recorded beside bCat nuc transl, whose call it bears; cell count; measured here: cell count, cytotoxicity flag
MT stabilizer Hoechst-high % – further read-out of MT stabilizer, marked with its call; % Hoechst-high responders; measured here: nuclear condensation Hoechst responders;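 share of cells brighter than vehicle mean plus two SD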
MT stabilizer cytotoxicity % – further read-out of MT stabilizer, marked with its call; toxicity, %; measured here: cytotoxicity by cell density;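 0% = mean cell density of plate MIN control wells and 100% = no cells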
Autophagy mod cell loss 18 h – further read-out of Autophagy mod, marked with its call; toxicity, %; measured here: cell loss, nuclei count;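 cell loss after 18 h compound exposure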
The depositor's hits bear a star; i = inactive; ? = inconclusive; nt = no result given. Only part of the results is shown, so the mix of outcomes need not match the whole.

SMILES	Ins promoter up	Ins promoter up cell count	MT stabilizer	MT stabilizer Hoechst-high %	MT stabilizer cytotoxicity %	Hep lipid drop	Hep lipid drop cells 6.5 µM	HEK293 NOD2/NF-kB	WT yeast gro inh	WT yeast gro inh mutant strain	Dynein cargo inh	Dynein cargo inh cytoplasmic EGFP	Dynein cargo inh nuclear GR-EGFP	Dynein cargo inh cell count	Yfh1-off respiration	Autophagy mod	Autophagy mod cell loss 18 h	bCat nuc transl	bCat nuc transl cell count 5 µM
NC(=S)c1cn(C2OC(CO)C(O)C2O)c2ncnc(N)c12 (stereo not given)	-1.4	670	nt	nt	nt	?	nt	69%*	nt	nt	-1.3	-0.17	-0.81	1.3	i	nt	nt	?	nt
CN1CSC(=S)N(C)C1	-0.19	1286	3.1	1.3	8.4	-2	714	-16%	17	12	-1	0.82	-0.12	0.99	i	i	5	-1.6	1302
Cc1ccc2c(c1)=C/C(=C\c1c(O)[nH]c(=O)[nH]c1=O)C(=O)N=2	0.67	1510	2.9	3.0	8.6	10	613	22%	-13	-5	-0.21	-0.23	-0.23	-0.041	i	i	13	-0.1	856
COc1ccc(N2C(=O)NC(=O)/C(=C/c3ccc([N+](=O)[O-])s3)C2=O)cc1	-0.02	1019	nt	nt	nt	1	684	-8%	nt	nt	-5.3*	1.8*	-2.4*	0.39*	i	nt	nt	0.5	1320
NCCc1c[nH]c2ccc(F)cc12	0.43	1428	4.0	2.7	9.8	nt	nt	-12%	nt	nt	-0.72	-0.28	-0.51	1.5	i	i	9	-0.1	1366
Cc1cccc(NC2=NCCCS2)c1	-0.48	1133	nt	nt	nt	-1	750	24%	nt	nt	-0.48	-0.27	-0.25	0.51	i	nt	nt	-0.9	1267
Oc1cccc(/C=N/NP(=S)(c2ccccc2)c2ccccc2)c1	nt	nt	2.4	1.2	3.6	-2	750	-9%	16	24	-0.3	-0.28	0.5	1.9	i	i	-1	-3.7	1260
O=C1NC(=O)C(=Cc2ccc(-c3cc(Cl)ccc3[N+](=O)[O-])o2)C(=O)N1	0.84	1282	3.3	2.7	10	-14	638	-7%	-10	2	-0.92	0.59	-0.27	0.39	i	i	13	-4.2	1036
c1ccc2c(c1)CNc1ccccc1O2	-0.1	1310	2.9	1.6	6.7	nt	nt	6%	4	3	1.2	-0.076	0.55	-0.65	i	i	6	-3.4	957
CCc1nc2ccc(N3CCN(C)CC3)cc2nc1CC	-0.62	1426	6.3	3.6	7.4	30	701	-17%	-21	18	0.28	-0.29	0.44	-0.12	i	i	-2	-0.8	1106
CC(=O)c1ccc(-c2ccccc2)cc1	-0.2	1222	4.0	3.2	1.0	-6	600	-13%	8	17	0.23	-0.29	-0.26	-0.38	i	i	8	0.3	896
CC(=O)OC1N=C(c2ccccc2)c2cc(Br)ccc2N(C)C1=O (stereo not given)	1.4	1611	1.2	1.5	5.4	nt	nt	-23%	9	5	-0.59	-0.24	-0.19	-0.091	nt	i	-3	-1.6	1352
Cc1ccc2c(c1)C1CN(C)CCC1N2C(=O)c1cccs1 (stereo not given)	-0.28	1194	nt	nt	nt	-4	614	11%	nt	nt	-0.45	-0.87	-0.072	1.1	i	nt	nt	0.2	1197
O=c1[nH]c2ccccc2n1CCCN1CCC(n2c(=O)[nH]c3cc(Cl)ccc32)CC1	nt	nt	2.1	3.4	12	-24	672	5%	-10	-13	0.44	-0.18	0.43	0.66	nt	i	-47	-2.5	599
Cc1ccc(S(=O)(=O)N2CCC(C(=O)N3CCC4(CC3)OCCO4)CC2)cc1	0.45	1438	4.1	2.8	7.7	nt	nt	6%	-15	-14	-0.28	-0.29	0.022	0.0026	i	i	11	-0.7	839
CCOP(=O)(C#CC(C)(C)C)C1(O)CCCCC1 (stereo not given)	1.3	1152	2.4	2.4	8.6	nt	nt	2%	0	-2	0.036	-0.22	0.2	0.33	i	i	-49	-1.8	856
COc1ccc(C2NCCc3[nH]cnc32)cc1 (stereo not given)	-0.45	1365	1.1	1.1	7.1	3	713	-22%	-19	-10	0.27	-0.067	0.2	0.31	i	i	-13	-0.3	1089
O=C(c1csc2c1CCCCC2)N1CCC2(CC1)OCCO2	-0.04	1350	3.7	4.0	9.9	nt	nt	-5%	14	15	0.44	-0.32	0.22	0.018	i	i	7	1.4	1386
COC(=O)C1=Nc2ccccc2/C1=C\c1c(O)n(-c2ccc(Br)cc2)c(=O)[nH]c1=O	1.4	1162	5.2	3.4	6.5	3	718	18%	0	-3	-0.26	-0.27	-0.49	0.32	i	i	6	-7.2	533
O=S1(=O)CCN(CCc2c[nH]c3ccccc23)CC1	0.29	1586	1.6	2.9	2.9	7	674	4%	0	-2	1.1	-0.29	0.55	-0.68	i	i	-2	-5.3	1100
CCN(CC)C1=NC(=[N+](CC)CC)c2ccccc21	?	nt	3.7	2.0	1.8	nt	nt	27%	0	-5	-0.25	0.066	0.071	0.63	i	i	12	-1.4	1420
Cc1cc(NC(=O)COC(=O)c2c(C)nn(Cc3ccccc3)c2C)no1	1.1	808	1.2	1.6	12	-10	767	4%	8	19	-0.32	-0.38	-0.13	0.29	i	i	3	nt	nt
CC12CN3CC(C)(CN(C1)C3c1cccs1)C2 (stereo not given)	0.09	1195	3.7	2.4	7.4	nt	nt	2%	-4	-5	1.4	-0.29	0.72	-0.65	i	i	-8	-10	998
O=C(Nc1ccc(C(F)(F)F)cc1)c1cccn(Cc2ccc3c(c2)OC(F)(F)O3)c1=O	nt	nt	0.6	1.5	11	nt	nt	4%	44	22	-0.36	-0.2	-0.7	0.47	i	i	3	nt	nt
O=C(Cn1c(=O)n(CC2CS2)c2ccccc21)N1CCCCCC1 (stereo not given)	0.74	1556	2.7	1.6	14	4	676	-13%	-10	0	0.87	-0.32	-0.28	0.75	i	i	-5	1.0	1489
Cc1ccc(-n2c(O)c(C=Nc3ccc(Br)cn3)c(=O)[nH]c2=O)cc1	0.23	1505	2.7	2.2	9.2	17	764	-3%	-6	-17	-1.3	-0.26	-0.83	1.1	i	i	-4	-0.4	1577
Cc1ccc(P(=S)(c2ccc(C)o2)N2CCOCC2)o1	0.28	2007	4.9	3.8	10	-13	674	2%	-3	-6	-0.41	-0.19	0.066	-0.17	i	i	-2	-2.9	1116
O=c1c2ccccc2[se]n1-c1ccccc1	nt	nt	3.1	2.0	4.6	-29	749	5%	97*	96*	0.61	-0.031	0.54	-1.2	i	i	11	3.4	530
COc1cc(/C=C2\C(=O)NC(=O)N(c3ccccc3)C2=O)cc(OC)c1OC	0.35	994	1.2	1.4	10	-1	766	-5%	-1	19	0.14	0.36	0.3	0.18	i	i	23	4.1	988
O=C1/C(=C\c2ccc(Cl)c(Cl)c2)N2CCC1CC2	-0.43	1398	nt	nt	nt	-21	662	3%	nt	nt	-2.1	0.082	-0.93	0.43	i	nt	nt	-1.9	1110
CCOC(=O)C1(CCc2ccccc2)CCN(Cc2cccc3cnccc23)CC1	-0.79	1349	5.0	2.3	2.4	-7	692	-5%	22	13	-0.76	-0.25	-0.38	0.95	i	i	-28	-0.7	1122
CN(C)CP(=O)(O)CN(C)C=O	0.01	1233	3.8	2.3	4.2	nt	nt	10%	1	-5	-0.14	-0.3	0.021	0.3	i	i	-19	-1.7	786
CC12CC[C@H]3[C@@H](CCC4(O)C[C@H](O)CCC34/C=N/NC(=O)c3ccccc3O)C1(O)CCC2C1=CC(=O)OC1 (stereo not given in full)	0.25	993	nt	nt	nt	-5	682	17%	nt	nt	-0.4	0.039	0.27	0.22	i	nt	nt	0.3	1326
CCCCCn1c(=O)c(C(=O)Nc2ccccc2S(N)(=O)=O)c(O)c2ccccc21	0	1458	2.2	2.2	13	-3	761	5.7µM*	77*	54*	0.92	-0.24	0.098	0.28	i	i	4	3.1	1485
O=C(C1c2ccccc2C(=O)N2CCc3ccccc3C12)N1CCC2(CC1)OCCO2 (stereo not given)	0.92	1229	1.4	1.5	7.8	nt	nt	8%	23	8	-0.5	-0.17	-0.19	0.45	i	i	-7	-2.1	839
Cc1cc(C(=O)CS(=O)c2ccc(F)cc2)cc(C)c1OC(=O)N(C)C (stereo not given)	1.2	1338	3.7	1.2	5.3	nt	nt	11%	-6	-22	-1.3	-0.35	-0.59	0.82	i	i	1	-2.0	1081
